Assay outcomes deposited in PubChem BioAssay by several laboratories.
core dimer inh = HCV core protein dimerization inhibition; TR-FRET GST/Flag-core106 dimerization, 1536-well; hit rate 0.33% among 300,000; AID 1899; inhibition, % at 5 µM;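 active = inhibition above the mean of all tested compounds plus 3 SD, set per screening campaign, cut at about 45% in these data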
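Material: Tagged HCV core106 pair (GST and Flag) | Amount: GST-core106 13.5 nM, Flag-core106 17 nM | Medium: KF-containing HEPES buffer, pH 7.45, DTT, CHAPS, BSA | Reagent: Eu donor and XL665 acceptor anti-tag antibodies | Schedule: 4 h at 22.5 °C | Technique: Time-resolved FRET, ex 340 nm, em 617 and 671 nm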
GRK2 inh = human GRK2 inhibition via aptamer displacement; P25098; bead flow cytometry, FAM-aptamer displacement from GRK2; inhibition of aptamer binding, % at 10 µM; hit rate 0.59% among 330,000;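 active = inhibition of aptamer binding above 40%, roughly 3 SD of noise, on plates passing a quality check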;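 also: median bead fluorescence of bound FAM aptamer so fluorescent compounds give negative values; no value below 0 was filed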
PP5 primary = PP5 (human) phosphatase inhibition; P53041; purified PP5c, OMFP substrate fluorescence; inhibition, % at 6.7 µM; hit rate 0.18% among 320,000;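 active = inhibition above the campaign's mean inhibition across all tested compounds plus 3 SD, cut at about 9.5% in these data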;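 also: 0% = DMSO only and 100% = 100 µM cantharidin control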
Target sequence (P53041 whole entry, looked up): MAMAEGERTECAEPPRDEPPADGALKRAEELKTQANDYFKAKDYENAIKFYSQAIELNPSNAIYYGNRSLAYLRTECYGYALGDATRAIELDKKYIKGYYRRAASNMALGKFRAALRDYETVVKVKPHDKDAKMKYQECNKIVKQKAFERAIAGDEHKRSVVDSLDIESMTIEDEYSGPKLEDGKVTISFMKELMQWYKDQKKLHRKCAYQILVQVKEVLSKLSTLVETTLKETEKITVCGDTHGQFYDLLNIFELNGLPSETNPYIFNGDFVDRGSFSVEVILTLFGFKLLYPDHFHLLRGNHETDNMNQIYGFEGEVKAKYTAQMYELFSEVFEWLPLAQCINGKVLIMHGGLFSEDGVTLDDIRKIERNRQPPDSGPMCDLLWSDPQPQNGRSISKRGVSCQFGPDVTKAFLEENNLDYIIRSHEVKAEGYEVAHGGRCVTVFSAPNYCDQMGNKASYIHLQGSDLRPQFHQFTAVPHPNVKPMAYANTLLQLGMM
JMJD2C inh = human JMJD2C demethylase inhibition; GST-JMJD2C(1-420) H3K9me3 demethylation, DELFIA europium; inhibition, % at 2.35 µM; hit rate 0.069% among 330,000;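 active = more than half of a compound's replicate wells show inhibition beyond 50%, single wells judged on their own value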;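 also: signal counts dimethyl H3K9 product captured on neutravidin plate; 0% = median of DMSO wells and 100% = 0.3 times that DMSO median; strong numbers were not always called active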
CTSL1 counter = cathepsin L1 inhibition, PFM18AAP counter-screen; AID 1906; recombinant F. hepatica cathepsin L1, Z-Leu-Arg-MCA fluorescence; hit rate 0.49% among 300,000; inhibition, % at 5.96 µM;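 active = inhibition above the mean of all tested compounds plus 3 SD, set per screening campaign, cut at about 17% in these data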;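 also: 0% = plate median of test compound wells and 100% = 1 µM Z-Phe-Ala-diazomethylketone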
proCasp7 act = activates human procaspase-7, counter-screen for procaspase-3 activators | AID 463210 | activation, % at 8.5 µM | P55210 | hit rate 0.093% among 330,000 | recombinant procaspase-7, Ac-DEVD-pNA absorbance 405 nm; D23A/D198A/D206A triple mutant, cannot self-cleave; scale: DMSO 0, 5 µM enzyme 100;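 active = percent activation above the screen-wide mean plus 3 SD, cut at about 25% in these data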
Target sequence (P55210 whole entry D23A/D198A/D206A): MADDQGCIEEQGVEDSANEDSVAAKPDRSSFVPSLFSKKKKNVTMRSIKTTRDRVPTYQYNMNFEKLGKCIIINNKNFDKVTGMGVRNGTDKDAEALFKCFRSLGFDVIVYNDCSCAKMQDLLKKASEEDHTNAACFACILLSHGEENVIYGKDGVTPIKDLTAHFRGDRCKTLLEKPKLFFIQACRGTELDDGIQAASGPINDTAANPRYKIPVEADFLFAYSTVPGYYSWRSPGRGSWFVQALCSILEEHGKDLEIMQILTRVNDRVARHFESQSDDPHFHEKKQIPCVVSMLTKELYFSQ
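Assay system – Uncleavable procaspase-7 mutant enzyme · Quantity – 2 µM procaspase-7 mutant as dispensed · Times – 1 h preincubation, 2 h reaction · Dosing – single nominal 8.5 µM compound dose, 0.8% DMSO final · Buffer or medium – Zinc-free 50 mM HEPES buffer, pH 7.4, with NaCl and Triton X-100 · Detection – Epi-absorbance of released pNA at 405 nm, two timepoints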
PP1 counter = blocks human PP1-alpha phosphatase, a PP5 counter-screen | purified PP1alpha, OMFP fluorescence | inhibition, % at 6.7 µM | hit rate 0.9% among 320,000 | AID 2235;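 active = inhibition above the mean inhibition of all tested compounds plus 3 SD, computed separately for each screening campaign, cut at about 15% in these data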
VLA-4 inh = inhibition in a human VLA-4 binding assay. VLA-4 expressing cells, ligand binding flow cytometry. inhibition, % (about 7 µM as worked out from the volumes in the protocol). hit rate 0.2% among 330,000; in the data active = inhibition above about 50%
procasp3 activ = activates human procaspase-3; P42574; recombinant procaspase-3 D3A, Ac-DEVD-pNA absorbance 405 nm; activation, % at 8.5 µM; hit rate 0.11% among 330,000; AID 463141;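 active = activation above the mean of all tested compounds plus 3 SD, cut at about 21% in these data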;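 also: 0% = DMSO alone and 100% = DMSO wells spiked with extra 5 µM PC-3 D3A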
Target sequence (P42574 whole entry D9A/D28A/D175A): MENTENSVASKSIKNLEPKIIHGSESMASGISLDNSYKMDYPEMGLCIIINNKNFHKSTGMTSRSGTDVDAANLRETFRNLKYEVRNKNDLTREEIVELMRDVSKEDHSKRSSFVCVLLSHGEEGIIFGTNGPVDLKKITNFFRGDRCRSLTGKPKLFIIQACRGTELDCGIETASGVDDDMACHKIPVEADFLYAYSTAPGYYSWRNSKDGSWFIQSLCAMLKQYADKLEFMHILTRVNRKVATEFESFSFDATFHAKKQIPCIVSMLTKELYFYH
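Assay system: Autoprocessing-dead procaspase-3 D3A mutant enzyme; also added: Ac-DEVD-pNA; doses: one concentration, 8.5 µM nominal, 0.8% DMSO; times: 1 h compound preincubation, 2 h substrate hydrolysis at 25 °C; technique: 405 nm absorbance of p-nitroaniline, reads at 0 and 120 min; measure: % activation between DMSO and enzyme-spiked controls; repeats: single replicate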
Active calls of the source: *. Rows are unselected; any-hit rate near 2.6%.

`CCOC(=O)N1CCN(C(=O)c2ccccc2NC(C)=O)CC1` gave core dimer inh -2, GRK2 inh 1, PP5 primary -1.3, JMJD2C inh 10, CTSL1 counter -3, proCasp7 act 3, PP1 counter -5, VLA-4 inh 4 and procasp3 activ 1.
COc1ccc(N/N=C(/C(N)=O)C2=NC(C)(C)Cc3ccccc32)cc1 was read as core dimer inh 4, GRK2 inh 0, PP5 primary 0.3, JMJD2C inh 4, CTSL1 counter 3, proCasp7 act -8, PP1 counter 1, VLA-4 inh 12 and procasp3 activ -6.
CCOC(=O)c1csc(-c2ccc3c(c2)CCO3)n1 was read as core dimer inh 2, GRK2 inh 0, PP5 primary 3.1, JMJD2C inh -2, CTSL1 counter 0, proCasp7 act 3, PP1 counter 4, VLA-4 inh 24 and procasp3 activ -1.
O=C(N[C@@H](Cc1c[nH]c2ccccc12)C(=O)O)C1CCN(S(=O)(=O)c2cccs2)CC1 was read as core dimer inh -4, GRK2 inh 0, PP5 primary -2.3, JMJD2C inh 31, CTSL1 counter 1, proCasp7 act -1, PP1 counter -2, VLA-4 inh -1 and procasp3 activ -3.
Cn1c(CNC(=O)CCNC(=O)c2cccc(Cl)c2)cc(=O)n(C)c1=O was read as core dimer inh -1, GRK2 inh 0, PP5 primary -0.9, JMJD2C inh 12, CTSL1 counter 2, proCasp7 act 0, PP1 counter -2, VLA-4 inh 7 and procasp3 activ 14.
`CC1Oc2ccccc2N(Cc2ccc(F)cc2)C1=O` (stereo not drawn) gave core dimer inh 0, GRK2 inh 0, PP5 primary 2.5, JMJD2C inh -1, CTSL1 counter 1, proCasp7 act 6, PP1 counter -2, VLA-4 inh 1 and procasp3 activ 3.
O=C(O)c1ccccc1C(=O)NCC(O)COCC1CC=CCC1 (stereo not drawn) was read as core dimer inh -2, GRK2 inh 4, PP5 primary -0.7, JMJD2C inh -1, CTSL1 counter -3, proCasp7 act 1, PP1 counter -2, VLA-4 inh 0 and procasp3 activ 3.
For C=CCn1c(=N)n(CC(=O)c2ccc(Br)s2)c2ccccc21 the results were core dimer inh -19, GRK2 inh 0, PP5 primary 3.2, JMJD2C inh 16, CTSL1 counter 0, proCasp7 act -4, PP1 counter 3, VLA-4 inh 21 and procasp3 activ -3.
COc1cc(OC)cc(C(=O)NCc2nc(-c3ccccc3)no2)c1 was read as core dimer inh -1, GRK2 inh 0, PP5 primary 1.1, JMJD2C inh 5, CTSL1 counter 1, proCasp7 act 4, PP1 counter -3, VLA-4 inh -4 and procasp3 activ 6.
O=C(COC(=O)c1ccc(Cl)c(S(=O)(=O)N2CCN(c3ccc(F)cc3)CC2)c1)Nc1cccc(Cl)c1 was read as core dimer inh 32, GRK2 inh 12, PP5 primary 1.3, JMJD2C inh -1, CTSL1 counter 4, proCasp7 act 4, PP1 counter 3, VLA-4 inh -2 and procasp3 activ 3.
`CCN(CC)CCNc1nc(-c2ccco2)c2c(c1C#N)CC(C)(C)OC2` gave core dimer inh 3, GRK2 inh 0, PP5 primary -2.3, CTSL1 counter 11, proCasp7 act -9, PP1 counter 0, VLA-4 inh -7 and procasp3 activ -9.
`Cc1ncc([N+](=O)[O-])n1CC(=O)Nc1ccc(F)c(Cl)c1` gave core dimer inh 2, GRK2 inh 1, PP5 primary 0.7, JMJD2C inh 6, CTSL1 counter -2, proCasp7 act 0, PP1 counter -1, VLA-4 inh -3 and procasp3 activ -8.
`CCOc1ccccc1N1CC(C(=O)NNC(=O)c2ccc(F)cc2)CC1=O` (stereo not drawn) gave core dimer inh -2, GRK2 inh 16, PP5 primary -0.6, JMJD2C inh -4, CTSL1 counter -3, proCasp7 act -1, PP1 counter -12, VLA-4 inh -2 and procasp3 activ -6.
`COc1ccc2c(CC(=O)OCC(=O)Nc3ccc(S(N)(=O)=O)cc3)coc2c1` gave core dimer inh -1, GRK2 inh 0, PP5 primary -0.3, JMJD2C inh 5, CTSL1 counter -8, proCasp7 act -1, PP1 counter -3, VLA-4 inh 5 and procasp3 activ 4.
For Nc1nsc2ccccc12 the results were core dimer inh 1, GRK2 inh 0, PP5 primary 1.2, JMJD2C inh 11, CTSL1 counter -2, proCasp7 act -2, PP1 counter -2, VLA-4 inh 30 and procasp3 activ 4.

Among those listed so far, these contain a thiophene ring, fused or not:
O=C(N[C@@H](Cc1c[nH]c2ccccc12)C(=O)O)C1CCN(S(=O)(=O)c2cccs2)CC1 was read as core dimer inh -4, GRK2 inh 0, PP5 primary -2.3, JMJD2C inh 31, CTSL1 counter 1, proCasp7 act -1, PP1 counter -2, VLA-4 inh -1 and procasp3 activ -3.
For C=CCn1c(=N)n(CC(=O)c2ccc(Br)s2)c2ccccc21 the results were core dimer inh -19, GRK2 inh 0, PP5 primary 3.2, JMJD2C inh 16, CTSL1 counter 0, proCasp7 act -4, PP1 counter 3, VLA-4 inh 21 and procasp3 activ -3.

(listing goes on)
CCCCCCCCCCCCCCCC[N+](C)(C)CC was read as core dimer inh -4, GRK2 inh 0, PP5 primary 2.7, JMJD2C inh 0, CTSL1 counter 7, proCasp7 act -2, PP1 counter 20*, VLA-4 inh 26 and procasp3 activ -13.
For CNC(=O)c1c(NC(=O)c2ccc(N3C(=O)CCC3=O)cc2)sc2c1CCCC2 the results were core dimer inh 27, GRK2 inh 2, PP5 primary 4.5, JMJD2C inh 8, CTSL1 counter 1, proCasp7 act -16, PP1 counter 3, VLA-4 inh -4 and procasp3 activ -1.
Screening O=C(O)c1ccccc1N=N/C(=N/Nc1cc(S(=O)(=O)O)ccc1O)c1ccccc1 returned GRK2 inh 2, PP5 primary 0.3, JMJD2C inh 47, proCasp7 act -3, PP1 counter -1, VLA-4 inh 20 and procasp3 activ 1.
For COc1ccccc1-c1nnc(NC(=O)c2ccc3c(c2)OCO3)s1 the results were core dimer inh 41, GRK2 inh 0, PP5 primary -2.6, CTSL1 counter 3, proCasp7 act 6, PP1 counter -2, VLA-4 inh 25 and procasp3 activ 9.
Screening O=C(Nc1nccs1)c1ccc(Cl)c([N+](=O)[O-])c1 returned core dimer inh -6, GRK2 inh 0, PP5 primary 1.9, JMJD2C inh 4, CTSL1 counter -7, proCasp7 act 8, PP1 counter -2, VLA-4 inh 8 and procasp3 activ 2.
O=C(NC(=S)N1CCCCC1)c1cccs1 was read as core dimer inh -6, GRK2 inh 4, PP5 primary 1.7, JMJD2C inh 8, CTSL1 counter 3, proCasp7 act -5, PP1 counter -2, VLA-4 inh 11 and procasp3 activ 2.
`Cc1ccc(OCc2cc(C(=O)NC(C)Cc3cccc(C)n3)no2)cn1` (stereo not drawn) gave core dimer inh -1, GRK2 inh 0, PP5 primary -0.7, JMJD2C inh 4, CTSL1 counter 1, proCasp7 act -10, PP1 counter -2, VLA-4 inh 1 and procasp3 activ -4.
Screening CC(NC(=O)CNC(=O)c1ccco1)c1ccc(S(N)(=O)=O)cc1 (stereo not drawn) returned core dimer inh -5, GRK2 inh 0, PP5 primary -1.7, JMJD2C inh 0, CTSL1 counter -1, proCasp7 act 3, PP1 counter -1, VLA-4 inh -6 and procasp3 activ 4.
`CCN(CC)S(=O)(=O)c1ccc(F)c(C(=O)NCCC(C)C)c1` gave core dimer inh 0, GRK2 inh 0, PP5 primary 1.1, JMJD2C inh 6, CTSL1 counter -9, proCasp7 act -7, PP1 counter -4, VLA-4 inh 0 and procasp3 activ 1.
C=CCOc1ccc(/C=C(\C#N)C(=O)Nc2ccccn2)cc1 was read as core dimer inh 5, GRK2 inh 1, PP5 primary -0.2, JMJD2C inh 2, CTSL1 counter -3, proCasp7 act 4, PP1 counter -4, VLA-4 inh 5 and procasp3 activ 1.
`Cc1cc(C)n2nc(S(=O)(=O)NC3CCCCC3)nc2n1` gave core dimer inh -5, GRK2 inh 0, PP5 primary 1.1, JMJD2C inh -4, CTSL1 counter -2, proCasp7 act -2, PP1 counter 1, VLA-4 inh -21 and procasp3 activ 1.
`Cc1ccc(C)c(N2N=C(C(=O)NCCN3C(=O)S/C(=C\c4cccnc4)C3=O)CCC2=O)c1` gave core dimer inh 4, GRK2 inh 0, PP5 primary -1.6, JMJD2C inh 8, CTSL1 counter 6, proCasp7 act -5, PP1 counter -3, VLA-4 inh 39 and procasp3 activ -5.
COc1cc(C2c3[nH]c4ccccc4c3C[C@H]3C(=O)N(C4CC4)CC(=O)N23)ccc1OC(C)C (stereo partly drawn) was read as core dimer inh 2, GRK2 inh 2, PP5 primary 1.9, JMJD2C inh -8, CTSL1 counter -3, proCasp7 act 2, PP1 counter 1, VLA-4 inh -9 and procasp3 activ 4.
`CC1CCN(CCCN2C(=O)C3C(C(=O)Nc4ccc(Cl)cc4)C4C=CC3(O4)C2C(=O)NC2CCCCC2)CC1` (stereo not drawn) gave core dimer inh 12, GRK2 inh 0, PP5 primary -2.5, JMJD2C inh -8, CTSL1 counter 1, proCasp7 act 0, PP1 counter -3, VLA-4 inh -1 and procasp3 activ 1.
Screening Cc1cc(C(=O)COC(=O)CNC(=O)c2ccc(F)cc2)c(C)n1Cc1ccco1 returned core dimer inh 22, GRK2 inh 3, PP5 primary -0.2, JMJD2C inh -1, CTSL1 counter 4, proCasp7 act -2, PP1 counter 2, VLA-4 inh -5 and procasp3 activ -7.
For CCOC(=O)Cn1nnnc1C(CC)N(Cc1ccccc1)Cc1cc2cc(C)ccc2[nH]c1=O (stereo not drawn) the results were core dimer inh 8, GRK2 inh 1, PP5 primary -0.8, JMJD2C inh -5, CTSL1 counter 2, proCasp7 act -6, PP1 counter 1, VLA-4 inh 1 and procasp3 activ 5.
Screening Cc1nc(NC(=O)c2cccc(Cl)c2)sc1-c1csc(Nc2cccc(Cl)c2)n1 returned core dimer inh 4, GRK2 inh 0, PP5 primary 4.7, JMJD2C inh 5, CTSL1 counter 2, proCasp7 act -25, PP1 counter 0, VLA-4 inh 4 and procasp3 activ -21.
`CCCCN(C)C(=O)c1cccc(OC2CCN(CC(C)(C)C)CC2)c1` gave core dimer inh 2, GRK2 inh 0, PP5 primary 2.6, JMJD2C inh 6, CTSL1 counter 0, proCasp7 act 3, PP1 counter 1, VLA-4 inh 17 and procasp3 activ 0.
Screening CC1(C)CC(=O)C=C(NCc2cccs2)C1 returned core dimer inh -2, GRK2 inh 2, PP5 primary 1.7, JMJD2C inh -1, CTSL1 counter -1, proCasp7 act 0, PP1 counter -6, VLA-4 inh -6 and procasp3 activ 4.
Screening O=C(Cc1nnc(NC(=O)c2ccccc2)s1)N/N=C/c1cccc(O)c1 returned core dimer inh -3, GRK2 inh 0, PP5 primary -0.4, JMJD2C inh 8, CTSL1 counter -2, proCasp7 act -8, PP1 counter 5, VLA-4 inh -1 and procasp3 activ -1.
